Fam108B counter: Fam108B inhibition, counter-screen for RBBP9 inhibitors. recombinant Fam108B, FP-Rh probe fluorescence polarization. inhibition, % at 9.51 µM. 300,000 compounds, 0.33% hits;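 active = inhibition above the screen mean inhibition plus 3 SD, computed separately per campaign, cut at about 18% in these data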;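 also: inhibitors lower polarization as less probe binds the enzyme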
pPAFAH inh: pPAFAH (human) enzyme inhibition; recombinant pPAFAH, FP-rhodamine probe fluorescence polarization; 330,000 compounds, 1.5% hits; inhibition, % at 3.39 µM; Q13093;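 active = inhibition above the mean inhibition across the screen plus 3 SD, cut at about 25% in these data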;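 also: inhibitors block binding of the rhodamine activity-based probe so polarization drops; 0% = enzyme with DMSO and 100% = wells lacking pPAFAH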
Target sequence (Q13093 whole entry, looked up): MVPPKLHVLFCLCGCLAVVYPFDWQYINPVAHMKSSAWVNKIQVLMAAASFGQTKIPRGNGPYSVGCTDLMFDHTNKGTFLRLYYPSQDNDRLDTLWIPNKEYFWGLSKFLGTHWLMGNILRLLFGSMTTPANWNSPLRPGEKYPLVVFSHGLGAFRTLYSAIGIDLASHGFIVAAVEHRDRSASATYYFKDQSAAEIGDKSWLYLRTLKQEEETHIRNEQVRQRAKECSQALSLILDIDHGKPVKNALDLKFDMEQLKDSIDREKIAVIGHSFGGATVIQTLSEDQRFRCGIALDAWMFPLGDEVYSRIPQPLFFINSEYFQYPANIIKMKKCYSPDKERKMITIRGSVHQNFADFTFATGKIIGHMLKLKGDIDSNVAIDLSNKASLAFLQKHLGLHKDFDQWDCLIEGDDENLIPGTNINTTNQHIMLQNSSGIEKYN
PAFAH2 FP inh: inhibitors of human PAFAH2 | Q99487 | recombinant PAFAH2, FP-rhodamine activity probe, fluorescence polarization | inhibition, % at 3.39 µM | 340,000 compounds, 0.99% hits | AID 492956;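 active = inhibition above the mean over all tested compounds plus 3 SD, cut at about 30% in these data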;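 also: inhibitors block probe labeling of enzyme so polarization drops; 0% = enzyme with DMSO and 100% = wells lacking PAFAH2 protein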
PME-1 primary: blocks human protein phosphatase methylesterase 1 | recombinant PME-1, FP-Rh probe fluorescence polarization | inhibition, % at 5.9 µM | 320,000 compounds, 0.53% hits | AID 2130;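 active = inhibition above the campaign mean of all compounds plus 3 SD, cut at about 26% in these data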;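 also: competitive labeling of PME-1 active site by serine hydrolase directed probe; 0% = PME-1 with DMSO and 100% = wells lacking PME-1 enzyme; inhibitors block probe labeling so polarization falls and inhibition rises; many of its hits are not listed in these tables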
PAFAH1B3 inh: PAFAH1B3 (human) inhibition | recombinant PAFAH1B3, FP-rhodamine probe, fluorescence polarization | inhibition, % at 3.39 µM | 340,000 compounds, 0.28% hits | AID 492972;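 active = inhibition above the screen-wide average of all tested compounds plus 3 SD, cut at about 25% in these data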;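 also: 0% = enzyme with DMSO only and 100% = wells lacking PAFAH1B3 protein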
Target sequence (Q15102 whole entry, looked up): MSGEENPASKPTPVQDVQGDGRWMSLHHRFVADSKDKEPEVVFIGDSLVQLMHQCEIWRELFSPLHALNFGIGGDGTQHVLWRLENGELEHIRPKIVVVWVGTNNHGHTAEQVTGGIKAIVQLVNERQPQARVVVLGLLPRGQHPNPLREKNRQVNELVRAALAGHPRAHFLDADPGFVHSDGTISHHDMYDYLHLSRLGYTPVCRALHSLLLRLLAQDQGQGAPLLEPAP
GSTO1 inh: counter-screen for RBBP9 inhibitors: inhibitors of human GSTO1; AID 1974; recombinant GSTO1, activity-based probe fluorescence polarization; inhibition, % at 5.96 µM; 300,000 compounds, 1.1% hits;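 active = inhibition above the campaign mean inhibition plus 3 SD, cut at about 35% in these data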;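 also: 0% = GSTO1-1 with DMSO and 100% = wells lacking GSTO1-1 enzyme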
Target sequence (P78417 whole entry, looked up): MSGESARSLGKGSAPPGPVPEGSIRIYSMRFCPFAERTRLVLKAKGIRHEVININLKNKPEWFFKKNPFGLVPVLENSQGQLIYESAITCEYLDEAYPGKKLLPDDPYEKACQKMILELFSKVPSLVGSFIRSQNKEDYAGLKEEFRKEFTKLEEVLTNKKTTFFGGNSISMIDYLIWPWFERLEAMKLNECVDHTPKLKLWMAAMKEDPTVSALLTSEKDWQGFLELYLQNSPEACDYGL
LYPLA1 inh: LYPLA1 (human) inhibition in PME1 counter-screen; 320,000 compounds, 0.16% hits; AID 2174; O75608; recombinant LYPLA1, FP-Rh probe fluorescence polarization; inhibition, % at 5.9 µM;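 active = inhibition above the mean of all tested compounds plus 3 SD, set per campaign, cut at about 14% in these data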;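 also: inhibitors block serine hydrolase probe labeling of LYPLA1 so polarization falls; 0% = enzyme with DMSO and 100% = wells lacking LYPLA1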
PAD4 FP inh: inhibitors of human PAD4; recombinant PAD4, RCA probe fluorescence polarization; inhibition, % at 6.36 µM; Q9UM07; 330,000 compounds, 0.41% hits;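 active = percent inhibition above a cutoff equal to the mean of all tested compounds plus 3 SD, cut at about 15% in these data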;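 also: 0% = PAD4 with RCA probe and DMSO and 100% = probe without PAD4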
PAFAH1B2 FP inh: inhibitors of human PAFAH1B2 | P68402 | recombinant PAFAH1B2, FP-rhodamine activity probe, fluorescence polarization | inhibition, % at 3.39 µM | 340,000 compounds, 1.2% hits;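 active = inhibition above the mean of all tested compounds plus 3 SD, cut at about 24% in these data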;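 also: 0% = enzyme with DMSO and 100% = wells lacking PAFAH1B2; many of its hits are not listed in these tables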
* hit, by the source's call; nt = no result given. Some of the compounds tested; count on the stated rates, not on these rows.

SMILES	Fam108B counter	pPAFAH inh	PAFAH2 FP inh	PME-1 primary	PAFAH1B3 inh	GSTO1 inh	LYPLA1 inh	PAD4 FP inh	PAFAH1B2 FP inh
CCOc1cc(NC(=O)c2ccccc2[N+](=O)[O-])c(OCC)cc1NC(=O)CC(C)C	3	-3	-3	-1	1	4	4	4	6
CCOC(=O)c1cc(C#N)c(=S)[nH]c1C	6	4	3	1	11	16	1	2	3
CCn1c(=O)cc(SCC(=O)N2CCN(c3ccccc3OC)CC2)c2ccccc21	-1	1	7	-3	2	0	-4	0	-2
COc1ccc(NS(=O)(=O)c2cc3c(cc2C)N(C)CCO3)cc1	3	4	6	13	10	3	-1	3	1
Oc1ccc2ccccc2c1/C=N/Nc1nnc(-c2ncc[nH]2)c2ccccc12	4	14	2	14	18	-2	-8	1	2
CC(C)n1c2ccccc2c2nnc(SCC(=O)Nc3ccccc3C(=O)O)nc21	-3	1	0	0	-2	-4	-6	3	-1
CC(C)[C@H](NC(=O)N1CCn2c1nc1ccccc12)C(=O)NC1CCCCC1	0	1	5	-1	3	-1	-1	0	-2
COc1ccccc1CNC(=O)COc1ccccc1C(=O)c1cnn(-c2ccccc2)c1	nt	3	13	10	6	nt	-3	-6	1
Cc1ccccc1CCNC(=O)c1cc(C2CC2)nc2c1cnn2C(C)C	nt	1	4	-2	0	nt	-5	-2	-2
O=C(/C=C/c1cn(CC(O)CN2CCOCC2)c2ccccc12)c1cccs1 (centres undefined)	3	3	nt	9	nt	-2	0	-1	nt
C=CCNC(=O)c1ccc(Sc2ccc(C)cc2)c([N+](=O)[O-])c1	5	14	0	7	-1	-1	1	-5	5
COC(=O)c1ccccc1S(=O)(=O)N1CCC(C(=O)Nc2ccc(N3CCOCC3)cc2)CC1	nt	4	-7	nt	-2	nt	nt	4	7
O=C(O)c1nc(NCc2ccccc2)ncc1Cl	-7	-9	4	-3	6	-4	-1	-4	4
Cn1c(Cc2ccccc2)nnc1SCc1cc(=O)n2ccsc2n1	0	5	0	-3	8	5	-2	-4	1
O=C1CCC(=O)N1c1ccc(-c2nc3ccccc3s2)cc1	-2	11	-4	2	3	0	0	0	-1
COc1ccc(NC(=O)CSc2nc3nc(C)cc(C)c3c(=O)[nH]2)cc1OC	nt	7	-1	nt	15	nt	nt	-3	6
COc1ccc(C(=O)Nc2ccc(NC(=O)c3ccco3)cc2)cc1	-15	3	-12	-29	-10	-4	-7	-5	0
COC(=O)c1c(NC(=O)c2cnccn2)sc2c1CCC2	-3	-4	5	-5	5	15	2	-5	-4
C=CCOc1cccc(CNc2cccc(C(=O)O)c2)c1	-2	0	-3	-1	9	6	0	6	5
CCn1nnc(NC(=O)C(C)Oc2ccc(Cl)cc2Cl)n1 (centres undefined)	1	2	-8	8	11	35	1	1	-2
O=C(CCCc1ccccc1)N1CCc2ccccc21	-1	11	9	5	-1	4	0	-2	6
O=C(Cc1cccc2ccccc12)NCCc1ccccc1	0	3	0	1	4	-7	-2	-7	8
O=C(Cn1cnc2c(cnn2-c2ccc(F)cc2)c1=O)NCC1CCCO1 (centres undefined)	2	6	5	3	0	14	-4	-4	1
O=C(CSc1ccc(F)cc1)Nc1ccc(N2CCOCC2)c(Cl)c1	-2	7	2	10	10	1	6	2	10
CN1C(=S)NC(C)(C)CC1(C)c1ccc(O)cc1O (centres undefined)	6	-3	-1	1	1	-1	0	0	-2
Cc1cc(C)c2c3c(sc2n1)C(=O)N(c1ccccc1)CC(=O)N3	-1	2	2	4	8	5	1	-6	3
COCCN(C)C(=O)CCc1nnc(Cc2ccc(-c3ccccc3)cc2)o1	2	-4	-5	-10	2	-2	1	-5	6
CNC(=O)c1ccsc1NC(=O)CCS(=O)(=O)c1ccc(Cl)cc1	1	2	9	2	0	2	0	-2	13
Clc1ccc(-c2nnc(CCc3ccccc3)o2)c(Cl)c1	2	6	-3	2	7	0	-1	-4	2
Cc1cc(C)c(S(=O)(=O)c2ccccc2)c(N2CCOCC2)n1	-1	4	5	0	1	-6	0	-1	7
Cc1ccc(C(=O)Nc2c3c(nn2-c2ccccc2)CS(=O)(=O)C3)cc1C	-2	1	-5	1	-1	-4	-2	-1	-1
O=c1[nH]c2ccc(Br)cc2c(-c2ccccc2)c1CN1CCOCC1	0	3	4	1	6	64*	-1	5	2
O=S(=O)(NCc1csc(-c2cccnc2)n1)c1cccs1	-3	5	13	-1	-8	1	3	5	2
CCCn1c(N)c(N(CCOC)C(=O)CSc2ccccc2)c(=O)[nH]c1=O	nt	-1	-1	1	0	nt	1	-1	6
CC(NC(=O)c1ccc(NC(=O)CC2SC(N3CCCC3)=NC2=O)cc1)c1ccccc1 (centres undefined)	nt	10	2	3	12	nt	2	-2	6
OC(CNCc1ccccc1F)COc1cccc2ccccc12 (centres undefined)	2	6	-6	1	0	3	-3	-2	-1
CCc1cccc(C)c1NC(=O)Nc1c(Br)cnn1C	3	1	-2	2	2	5	2	3	4
C=CCN(c1cccc(C(F)(F)F)c1)S(=O)(=O)c1cccc(C(=O)OCC(=O)Nc2ccccc2)c1	-31	8	18	-44	-9	0	-16	-1	-7
CCN1CCN(CCCOc2ccc(-c3ccccc3)cc2)CC1	-4	3	nt	-6	nt	2	-3	-6	nt
Cc1ccc2[nH]c(CN3CCC(CO)(CC4CCCCO4)CC3)c(C)c2c1 (centres undefined)	-1	-2	1	2	3	11	4	-3	-4
COC(=O)c1ccccc1Oc1c(F)c(F)nc(N2CCOCC2)c1F	3	3	0	-3	0	2	5	1	3
COc1cc(NC2c3ccccc3C(=O)N2Cc2ccc3c(c2)OCO3)cc(OC)c1OC (centres undefined)	2	-1	0	-2	1	0	-3	-2	5
COc1cc(NC(=O)Cc2ccccc2OC)cc(OC)c1	6	3	-4	1	2	4	1	0	-1
Cc1cc([N+](=O)[O-])ccc1NC(=O)Nc1ccccc1F	-3	1	-12	0	-1	9	4	0	-5
CC1CCCN(C(=O)C2CCN(S(=O)(=O)c3cccc4cccnc34)CC2)C1 (centres undefined)	0	8	2	3	7	2	1	6	0
CN1CCN(C(=O)CN2C(=O)COc3ccc(S(=O)(=O)N4CCOCC4)cc32)CC1	0	3	0	-5	6	-1	1	-2	-2
Cc1ccc(-c2n[nH]c(=S)n2/N=C\c2ccco2)cc1	0	2	7	-8	6	5	-3	-3	6
O=C(CCn1c(=O)oc2ccccc21)N1CCN(c2ccc(F)cc2)CC1	3	6	3	4	1	1	1	-3	1
Cc1ccc(C(=O)NCCSCc2ccc(Cl)cc2Cl)cc1[N+](=O)[O-]	-6	4	5	-7	6	-1	-11	0	13
COc1ccc(NC(=O)c2ccc(-c3ccccc3)cc2)cc1NS(=O)(=O)c1ccc(F)cc1	-14	13	-10	-15	-4	-19	-18	1	-13
COc1ccccc1Oc1ccc(NC(=O)c2ccc(Cl)cc2)cc1	2	-1	3	5	-2	4	-2	-9	1
COc1ccc(/C=N/NC(=O)c2ccncc2)cc1Cn1nc([N+](=O)[O-])c(Br)c1C	-6	-4	-4	-9	-7	-2	-22	-6	0
COc1ccccc1N1C(=NC(=O)CCc2ccccc2)SC2CS(=O)(=O)CC21 (centres undefined)	0	7	1	1	3	1	0	3	4
Cc1cc2ncn(C3CC(=O)N(Cc4ccccc4)C3=O)c2cc1C (centres undefined)	-4	3	1	5	3	14	-1	0	3
O=C(COC(=O)c1ccc(F)cc1F)NCCNC(=O)COC(=O)c1ccc(F)cc1F	-2	5	-1	4	1	-3	-2	-1	3
C=CCOc1c2ccc(C(=O)NCCc3ccc(C)cc3)cc2nn1C	3	2	3	9	0	4	1	6	8
COc1ccc(N2C(=O)c3cccc4cc(Br)cc(c34)C2=O)cc1	-3	-6	-3	-3	12	14	-3	-1	-3
COc1cc(OC)c(NC(=O)Cc2cccs2)cc1Cl	-4	5	5	-3	-1	-9	1	4	3
Cc1c(Cl)cccc1NC(=O)COC(=O)CCc1nc2ccccc2n1-c1ccccc1	4	14	4	8	10	1	3	-3	0
O=C(COC(=O)COc1ccccc1)Nc1cccc([N+](=O)[O-])c1	0	10	1	-2	1	8	2	1	-3
Next part.
SMILES	Fam108B counter	pPAFAH inh	PAFAH2 FP inh	PME-1 primary	PAFAH1B3 inh	GSTO1 inh	LYPLA1 inh	PAD4 FP inh	PAFAH1B2 FP inh
Cc1nc(C(=O)NC2CCCCC2)sc1C1(C)CC(c2cccc([N+](=O)[O-])c2)=NO1 (centres undefined)	-1	6	-6	4	5	-10	-1	-5	5
CC1CCCCN1CCNC(=O)Cn1nc(-c2ccccc2)ccc1=O (centres undefined)	-1	-5	1	-7	0	-6	0	-1	-5
CCn1nnnc1SCC(=O)c1ccc(C)cc1C	-2	2	3	-6	5	30	-1	4	0
CCc1nnc(NC(=O)C2c3ccccc3Oc3ccccc32)s1	0	5	-6	-2	7	-2	1	1	4
CC1=C(C(=O)OC(C)C)C(c2ccccc2)NC(=S)N1C (centres undefined)	-4	5	4	1	10	-4	3	-1	12
Cc1ccc2c([N+](=O)[O-])c(C)ccc2n1	-1	1	1	-4	0	5	0	-3	1
Cc1ccc(NC(=O)N2CCCC2C(=O)NCc2ccc(Cl)cc2)cc1 (centres undefined)	-4	0	-3	1	16	-4	-1	-1	6
CN1CCN(NC(=O)c2cc(S(=O)(=O)Nc3ccc(Cl)cc3)ccc2Cl)CC1	0	6	0	7	4	5	2	2	7
CCN1CCN(C(c2cc3cccc(C)c3[nH]c2=O)c2nnnn2Cc2ccccc2)CC1 (centres undefined)	-3	4	4	2	3	8	-2	-2	2
Cc1ccc(C)c(NC(=S)N2CCN(CCO)CC2)c1	6	6	-7	-1	3	-6	-3	-2	-1
COc1cccc(CN(C)CC2CCCN(CCc3ccccc3C)C2)c1 (centres undefined)	3	1	-2	3	4	3	0	0	0
CN(CC(=O)O)C(=O)c1ccccc1	nt	1	7	nt	0	nt	nt	-8	1
COCCn1c(N)c(N(Cc2ccccc2)C(=O)c2ccc3ccccc3c2)c(=O)[nH]c1=O	-4	3	-1	3	6	7	2	-1	3
CCCCN1CC(=O)N2[C@H]3c4cc(C)ccc4OC[C@@H]3[C@H](C(=O)OCC)[C@]2(C)C1=O	nt	-2	0	10	-3	nt	3	-1	-2
CC(=O)Nc1ccc(SCC(=O)c2cc(C)n(C)c2C)cc1	8	-2	3	-11	-1	7	-1	1	7
COc1ccc(Nc2ncc(F)c(N3CCOCC3)n2)cc1	-2	4	-1	3	2	2	0	3	-2
CCC(C)NC(=O)CCc1nc2ccccc2n1-c1ccccc1 (centres undefined)	3	3	-1	-6	-2	0	4	-4	2
Cc1nc2ccc(NC(=O)Cc3c(F)cccc3Cl)cc2s1	3	5	-6	3	1	9	-1	2	2
Cc1noc(C)c1COc1ccc(C(=O)NCCc2ccc(F)cc2)cc1	nt	2	10	2	5	nt	0	0	2
CN1CC(=O)N2C(c3cccc([N+](=O)[O-])c3)c3[nH]c4ccccc4c3C[C@H]2C1=O (some centres undefined)	6	3	-2	3	9	1	-3	3	7
CC1(C)C(=O)NCCN1C(=O)c1ccc2nc(Cc3ccccc3F)oc2c1	2	4	10	3	4	7	-1	0	4
CC1Cc2ccccc2N1C(=O)COC(=O)c1ccc(Br)o1 (centres undefined)	-4	5	-1	3	6	9	-2	2	1

High-throughput results as filed in PubChem.
